# proCasp3 act = procaspase-3 (human) activation | recombinant procaspase-3 D3A, Ac-DEVD-pNA absorbance 405 nm | P42574 | activation, % at 8.5 µM | AID 463141 | 0.11% of 330,000 active;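 active means activation above the mean of all tested compounds plus 3 SD, cut at about 21% in these data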;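 further: 0% = DMSO alone and 100% = DMSO wells spiked with extra 5 µM PC-3 D3A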
# Target sequence (P42574 whole entry D9A/D28A/D175A): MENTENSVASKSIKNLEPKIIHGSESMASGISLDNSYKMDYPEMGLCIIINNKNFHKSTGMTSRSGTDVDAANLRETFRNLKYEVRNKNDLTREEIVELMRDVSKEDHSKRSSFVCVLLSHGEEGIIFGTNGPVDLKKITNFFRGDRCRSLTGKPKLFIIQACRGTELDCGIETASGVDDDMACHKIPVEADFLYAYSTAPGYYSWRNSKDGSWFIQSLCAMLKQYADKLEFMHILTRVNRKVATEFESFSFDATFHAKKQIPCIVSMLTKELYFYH
#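 Assay system: Autoprocessing-dead procaspase-3 D3A mutant enzyme; also added: Ac-DEVD-pNA; doses: one concentration, 8.5 µM nominal, 0.8% DMSO; times: 1 h compound preincubation, 2 h substrate hydrolysis at 25 °C; technique: 405 nm absorbance of p-nitroaniline, reads at 0 and 120 min; measure: % activation between DMSO and enzyme-spiked controls; repeats: single replicate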
# RPL19A-GFP yeast = alters RPL19A-GFP fluorescence in TOR pathway yeast screen; S. cerevisiae RPL19A-GFP strain, flow cytometry, 3 h; hits give low values; percent response vs DMSO, % at 10 µM; 0.3% of 330,000 active; AID 2025;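 active means percent response vs DMSO below 50%; inconclusive means fewer than 70 events counted for the yeast strain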;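 further: median channel GFP fluorescence of the barcoded RPL19A-GFP strain; ratio of sample median GFP to plate DMSO average so 100% = DMSO; lower means less RPL19A-GFP as with rapamycin TOR inhibition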
# MEP2-GFP yeast = yeast TOR pathway MEP2-GFP modulation | AID 2016 | 0.51% of 330,000 active | GFP response vs DMSO, % at 10 µM | S. cerevisiae MEP2-GFP strain, flow cytometry GFP, 3 h; 100% = DMSO control level;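 active means GFP response versus DMSO above a set limit, roughly screen mean plus 3 SD, cut at about 180% in these data; inconclusive means fewer than 70 cells counted for a yeast strain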;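 further: median GFP fluorescence of the barcode-gated MEP2-GFP cells per well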
# CIT2 TOR yeast = alters CIT2-GFP fluorescence in TOR pathway yeast screen; GFP response vs DMSO, % at 10 µM; 0.065% of 320,000 active; S. cerevisiae CIT2-GFP strain, flow cytometry, 3 h; 100 means same as DMSO wells; AID 2029;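 active means GFP response relative to DMSO above a set limit, near the screen mean plus 3 SD, cut at about 150% in these data; inconclusive means Fewer than 70 cells measured for a yeast strain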;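 further: ratio of well median GFP fluorescence to mean of DMSO wells on the plate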
# AHR act = activates the human aryl hydrocarbon receptor. activation, % at 5 µM. 2.5% of 320,000 active. AID 2796. AHR-responsive luciferase reporter cells, luminescence; in the data active means activation above about 47%;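 further: 0% = vehicle wells and 100% = reference agonist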
# proCasp7 act = counter-screen for procaspase-3 activators: activators of human procaspase-7 | P55210 | recombinant procaspase-7, Ac-DEVD-pNA absorbance 405 nm; D23A/D198A/D206A triple mutant, cannot self-cleave; scale: DMSO 0, 5 µM enzyme 100 | activation, % at 8.5 µM | 0.093% of 330,000 active | AID 463210;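 active means percent activation above the screen-wide mean plus 3 SD, cut at about 25% in these data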
# Target sequence (P55210 whole entry D23A/D198A/D206A): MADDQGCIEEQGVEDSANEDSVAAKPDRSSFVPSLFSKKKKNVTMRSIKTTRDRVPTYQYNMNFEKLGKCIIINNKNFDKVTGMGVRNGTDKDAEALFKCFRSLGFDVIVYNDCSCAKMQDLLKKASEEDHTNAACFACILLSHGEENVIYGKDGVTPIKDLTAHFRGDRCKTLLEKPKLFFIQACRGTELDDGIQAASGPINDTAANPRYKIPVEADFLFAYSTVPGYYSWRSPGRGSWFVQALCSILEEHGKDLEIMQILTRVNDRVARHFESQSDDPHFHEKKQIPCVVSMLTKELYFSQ
#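 buffer or medium = Zinc-free HEPES/NaCl buffer, pH 7.4 | material = Procaspase-7 triple mutant (PC-7 D3A) | input = 2 µM procaspase-7 mutant as dispensed | signal = Epi-absorbance of released pNA at 405 nm, two timepoints | timing = 1 h preincubation, 2 h reaction | replicates = singlicate compound testing | evaluation = % activation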
# AGP1 TOR yeast = alters AGP1-GFP fluorescence in TOR pathway yeast screen | AID 2066 | GFP response vs DMSO, % at 10 µM | 0.02% of 320,000 active | S. cerevisiae AGP1-GFP multiplex flow cytometry, 3 h; GFP as percent of DMSO wells;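 active means GFP response relative to DMSO above a set limit, near screen average plus 3 SD, cut at about 150% in these data; inconclusive means fewer than 70 cells counted for the yeast strain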;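 further: median GFP channel fluorescence of the gated AGP1 strain per well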
# LAP4-GFP MLPCN = alters LAP4-GFP fluorescence in TOR pathway yeast screen | S. cerevisiae LAP4-GFP multiplex, flow cytometry GFP, 3 h; median GFP as percent of DMSO wells | GFP response vs DMSO, % at 10 µM | 0.34% of 320,000 active | AID 2023;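 active means GFP response vs DMSO above a set limit, about the screen mean plus 3 SD, cut at about 150% in these data; inconclusive means under 70 cell events counted for the yeast strain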
# Numbers without * were called inactive; ? = inconclusive; · = not tested or not shown; & = joins results of further samples.
SMILES,proCasp3 act,RPL19A-GFP yeast,MEP2-GFP yeast,CIT2 TOR yeast,AHR act,proCasp7 act,AGP1 TOR yeast,LAP4-GFP MLPCN
Cc1ccc(S(=O)(=O)/N=C(\N)Nc2nc(C)c3cc(C)ccc3n2)cc1,-4,99,101,89,-10,-2,95,125
O=C(COc1ccccc1)Nc1nccs1,-2,117,99,86,3,2,84,80
Nc1nc(CN2CCN(Cc3ccccc3)CC2)nc(Nc2ccccc2)n1,7,105,106,106,10,12,112,103
COc1c(O)cccc1-c1nnn(CCC(=O)OCC(=O)c2ccccc2)n1,3,97,100,98,2,2,99,106
COc1ccccc1NC(=O)C1CCOC1=O (stereo not drawn),8,93,86,95,0,3,94,90
O=C(CSc1nnc(-c2ccccc2F)n1C1CCCCC1)Nc1cc(C(=O)O)ccc1Cl,-1,104,107,107,-1,-1,100,99
O=S(=O)(/N=C(\c1ccccc1F)N1CCCCC1)c1ccccc1,10,96,105,102,-1,5,101,94
O=C(NCCCN1CCOCC1)c1c(O)c2cc(Br)cc(Br)c2[nH]c1=O,1,96,89,91,2,0,103,102
COc1ccccc1/C=C/C(=O)N1CCc2cc(OC)c(OC)cc2C1C (stereo not drawn),13,108,105,103,1,0,102,86
N#Cc1c2ccc(O)cc2n2ccccc12,1,98,107,101,1,0,101,106
O=C(CCn1nnnc1CN1CCOCC1)N1CCC(c2ccccc2Cl)C1 (stereo not drawn),-6,95,88,96,1,2,96,89
C/C(=N\NC(=S)NCCc1ccccc1)c1ccc(Cl)cc1Cl,-1,103,100,104,5,6,99,105
NS(=O)(=O)c1ccc(CNC(=O)c2cnccn2)cc1,0,104,99,107,-2,-4,109,106
CCN1C(=O)[C@H]2[C@@H](c3ccc(C)cc3)N3C(=O)N(c4cccc(Cl)c4)C(=O)[C@@]3(Cc3ccccc3)[C@H]2C1=O,-6,99,95,67,1,9,78,130
COc1ccc(-n2c(=S)[nH]c3cc(C(=O)Nc4ccccc4OC)ccc3c2=O)c(OC)c1,1,94,99,95,-10,-6,68,87
COc1ccc(C(=O)c2ccccc2Cl)cc1,5,93,97,91,3,3,100,119
CNC(=S)N(CCc1c(C)[nH]c2ccc(C)cc12)Cc1ccc(OC)c(OC)c1,7,100,97,103,25,1,102,103
Cc1cccc2[nH]c(-c3ccc(NC(=O)c4ccco4)cc3)nc12,6,101,109,93,7,14,98,98
O=C(COc1ccc(Cl)cc1)N1CCN(Cc2ccc3c(c2)OCO3)CC1,-8&2,?,?,?,1&5,-11&6,?,?
Cc1cc(S(=O)(=O)N2CCN=C2c2ccccc2)c(Cl)cc1Cl,1,100,97,98,1,13,90,86

# Overlap with the part before: 3 compounds, then new ones.
SMILES,proCasp3 act,RPL19A-GFP yeast,MEP2-GFP yeast,CIT2 TOR yeast,AHR act,proCasp7 act,AGP1 TOR yeast,LAP4-GFP MLPCN
Cc1cccc2[nH]c(-c3ccc(NC(=O)c4ccco4)cc3)nc12,6,101,109,93,7,14,98,98
O=C(COc1ccc(Cl)cc1)N1CCN(Cc2ccc3c(c2)OCO3)CC1,-8&2,?,?,?,1&5,-11&6,?,?
Cc1cc(S(=O)(=O)N2CCN=C2c2ccccc2)c(Cl)cc1Cl,1,100,97,98,1,13,90,86
[O-]/C(=C(\C(=S)Nc1ccc(SC(F)F)cc1)[n+]1ccccc1)c1cc(Cl)ccc1Cl,3,103,97,106,2,-10,98,101
Cc1ccc(C(=O)N2CCCC(Nc3ccc(F)cc3)C2)cc1C (stereo not drawn),7,105,102,95,1,2,100,114
CCOCCOc1cccc(C(=O)NC(C)c2ccc3ccccc3c2)c1 (stereo not drawn),-2,103,117,109,10,0,102,95
Cc1[nH]c(-c2ccc(F)cc2)cc1C(=O)N1CCN(c2ccccc2F)CC1,·,104,128,101,·,·,99,106
Cn1cc(C(=O)N2CCN(C(=O)c3ccco3)CC2)c2c3ccccc3n(C)c2c1=O,1,98,98,·,-3,-9,96,90
O=C(Nc1cccc2ccccc12)N1CC=CCC1,6,108,105,114,10,5,110,106
CC(NC(=O)c1ccc(N(C)C)c([N+](=O)[O-])c1)c1ccc(-n2ccnc2)cc1 (stereo not drawn),-3,101,97,99,8,0,101,90
COc1ccc(Cn2c(=O)[nH]c3cc(C(=O)NCCCN4CCCCC4)ccc3c2=O)cc1,-5,98,97,100,0,12,98,100
O=C1C2CCCN2C(c2cccs2)N1c1ccc(Cl)cc1 (stereo not drawn),9,100,101,110,3,5,103,101
O=C(NCc1ccc2c(c1)OCO2)c1ccc(Cl)nc1,5,99,98,98,3,8,103,97
Cn1c(SCC(=O)Nc2cccnc2Cl)nnc1-c1ccco1,2,99,103,105,-1,-12,101,91
COc1ccc(C(=O)Nc2ccccc2C(=O)NC(Cc2c[nH]c3ccccc23)C(=O)O)cc1 (stereo not drawn),0,100,105,98,13,-8,105,111
O=C(COC(=O)c1cc(-c2ccncc2)nc2ccccc12)Nc1ccc2c(c1)OCO2,-4,?,?,?,7,-11,?,?
CSCSC1=C(C#N)C(c2ccccc2Cl)C(C(C)=O)=C(C)N1 (stereo not drawn),-7,101,112,105,1,-9,107,103
COc1ccccc1C(CNC(=O)c1ccc(NS(=O)(=O)c2ccc3c(c2)OCCO3)cc1)N(C)C (stereo not drawn),-5,98,99,103,0,3,104,105
CCC(C)NC(=O)C1CCN(S(=O)(=O)c2ccc(-n3cnnn3)cc2)CC1 (stereo not drawn),8,107,106,103,-2,-4,104,97
COC(=O)[C@@H]1CCCN1Cc1c(C(=O)N2CCCCC2)nc2c(C)cccn12,4,102,100,108,5,-6,104,98
O=C(O)c1ccc(Cl)c(NC(=S)NC(=O)c2ccccc2[N+](=O)[O-])c1,-3,100,107,108,0,6,103,94
O=C(c1ccc(S(=O)(=O)Nc2ccccc2F)cc1)N1CCN(c2ccccn2)CC1,0,102,102,105,6,-13,102,112
CN1CCCC(OC(=O)c2cc(F)c(F)c(F)c2F)C1 (stereo not drawn),3,102,99,99,2,17,98,86
COc1ccc(N(C)S(=O)(=O)c2cccc(C(=O)OCC(=O)c3c(N)n(C)c(=O)n(C)c3=O)c2)cc1,5,102,114,113,2,-6,108,97
Cn1c2c(c(=O)n(C)c1=O)C(C(F)(F)F)(C(F)(F)F)N=C(CCC1CCCCC1)N2,3,96,97,94,7,0,97,97
N#Cc1nc(Cc2ccccc2)oc1N1CCN(c2cccc(Cl)c2)CC1,5,95,100,92,10,-4,96,102
O=C(c1ccccc1F)N1CCN(c2ccc([N+](=O)[O-])cc2-n2cccc2)CC1,-7,80,118,89,2,-15,18,118
O=C(COc1ccc(-c2nnco2)cc1)Nc1ccc(F)c(Cl)c1,-1,96,99,110,-4,2,99,110
COc1ccc(C(=O)NCC(=O)Nc2ccccc2)cc1OC,-3,98,108,96,4,4,97,103
CC(OC(=O)c1ccc(Br)o1)C(=O)Nc1ccc2c(c1)OCCO2 (stereo not drawn),-3,92,94,93,-1,2,95,99
COc1ccc(N2CCN(S(=O)(=O)c3ccc4oc(=O)ccc4c3)CC2)cc1,-5,94,102,92,0,6,91,91
CCN(CC)CCNS(=O)(=O)c1ccc(OC)c(Br)c1,-4,94,109,103,-1,-4,102,101
CCN(C(=O)c1cc(Cl)ccc1OC)c1ccccc1C,-3,99,99,107,4,4,103,98
CCCn1nnnc1SCC(=O)NCc1ccc2c(c1)OCO2,2,104,108,107,1,-2,101,92
CC1(CC(=O)N/N=C/c2cc([N+](=O)[O-])c(O)cc2O)OCCO1,-10,86,105,85,0,10,103,127
NS(=O)(=O)c1ccc(NC(=O)c2ccccc2Cl)cc1,1,102,113,105,0,4,106,102
O=C(c1cc(-c2cccs2)on1)N1CCN(C(c2ccccc2)c2ccccc2)CC1,9,97,88,99,-3,5,98,95
Cc1cc(S(=O)(=O)N2CCOCC2)ccc1NC(=O)c1ccc(F)cc1,7,99,100,95,2,3,100,106
COc1ccc(OCC#CCN2CC(C)OC(C)C2)cc1 (stereo not drawn),0,109,105,105,3,7,105,90
CS/C(=C\C(=O)c1ccco1)Nc1ccccc1Cl,-1,93,96,84,14,11,94,104
Cc1[nH]n(C2=NCCS2)c(=O)c1N=Nc1cccc(C(F)(F)F)c1,-4,101,88,97,27,4,97,143
CCOC(=O)c1ccc(NC(=O)CN(C)S(=O)(=O)c2ccc(OC)cc2)cc1,1,98,103,102,1,3,102,96
CC(=O)Nc1c2c3c(cccc3n(C)c1=O)C(=O)c1ccccc1-2,2,102,105,110,8,-3,101,99
CCOc1ccccc1Oc1cn[nH]c1-c1ccc(OCC(=O)NN)cc1O,0,95,94,96,107*,-8,99,105
CC(C(=O)NCCCc1ccccc1)c1ccc([N+](=O)[O-])cc1 (stereo not drawn),-1,108,103,104,-1,0,103,95
CCOC(=O)C1(Cc2ccccc2C)CCCN(C(=O)c2ccoc2)C1 (stereo not drawn),-5,111,110,90,10,-9,81,92
Cc1cc(C)n(/N=C/c2c[nH]c3ccccc23)c(=O)c1C#N,9,97,102,98,3,-2,96,96
O=C(COC(=O)CCc1nc2ccccc2c(=O)[nH]1)Nc1ccccc1,8,102,106,104,1,16,99,95
Cc1ccc(NNC(N)=S)cc1Cl,-19,100,106,101,4,-42,98,100
CCOc1ccc(NC(=S)NC(=O)c2c(Cl)cnn2CC)c([N+](=O)[O-])c1,4,103,103,107,7,-11,98,98
O=C(NCc1ccccc1)c1onc(CSc2ccncc2)c1C(=O)NCc1ccccc1,3,98,108,96,5,3,102,96
Cc1ccc(C)c(OCC(O)CN2CCC(C)CC2)c1C (stereo not drawn),1,100,100,105,-2,3,105,99
COc1cccc(/C=N/NC(=O)C(=O)NCc2cccnc2)c1,3,99,98,92,6,-15,96,99
COc1cc(-c2nc3cnccn3c2Nc2c(C)cccc2C)ccc1O,-3,98,101,104,3,-10,99,90
COc1ccc(S(=O)(=O)N2CCCC(C(=O)NCc3ccco3)C2)cc1Cl (stereo not drawn),8,93,101,96,-2,-2,95,98
COc1ccc(-n2c(Cc3cccn3C)nnc2SCC(=O)NC2CCCCC2)cc1,-3,99,111,98,-1,-12,101,99
Cc1cccc(N(C(=O)Cn2nnc3ccccc32)C(C(=O)NC(C)(C)C)c2ccsc2)c1 (stereo not drawn),-3,97,102,106,-2,8,104,100
N#Cc1ccc(COC(=O)Cn2nnc(-c3ccccc3)n2)cc1,7,101,119,108,5,1,97,107
CC(Oc1ccccc1[N+](=O)[O-])C(=O)N/N=C/c1ccoc1 (stereo not drawn),-7,103,96,98,2,8,92,96
